# CHT block = human CHT choline transport inhibition; Q9GZV3; CHT-expressing cells, membrane potential dye, choline response; stronger effect = lower value; B-score at 10 µM; 0.86% of 310,000 active;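 active = B-score over 3 SD under the library average, and starting fluorescence ratio not unusually high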;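 note: choline stimulus applied at its EC90 after an EC20 pre-addition; B-score computed on integrated fluorescence ratio after choline addition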
# Target sequence (Q9GZV3 whole entry, looked up): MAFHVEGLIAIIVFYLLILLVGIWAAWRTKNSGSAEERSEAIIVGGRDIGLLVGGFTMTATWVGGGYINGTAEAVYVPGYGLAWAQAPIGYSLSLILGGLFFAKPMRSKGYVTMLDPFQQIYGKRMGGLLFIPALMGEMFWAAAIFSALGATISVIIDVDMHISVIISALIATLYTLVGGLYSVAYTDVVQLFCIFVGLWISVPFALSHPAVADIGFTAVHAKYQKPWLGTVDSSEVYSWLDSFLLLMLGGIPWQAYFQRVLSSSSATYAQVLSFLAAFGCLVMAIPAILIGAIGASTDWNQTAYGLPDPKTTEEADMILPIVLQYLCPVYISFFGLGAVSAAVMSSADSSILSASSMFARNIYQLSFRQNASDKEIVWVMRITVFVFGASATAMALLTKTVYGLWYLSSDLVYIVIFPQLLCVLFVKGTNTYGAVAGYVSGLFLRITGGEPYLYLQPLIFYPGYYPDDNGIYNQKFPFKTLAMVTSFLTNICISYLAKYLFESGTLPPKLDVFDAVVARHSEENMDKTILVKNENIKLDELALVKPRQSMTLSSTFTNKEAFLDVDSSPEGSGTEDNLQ
# CHT PAM = human CHT allosteric activation. Q9GZV3. CHT-expressing cells, membrane potential dye, choline EC20; stronger effect = higher value; LV-AA mutant CHT in HEK293 cells. B-score at 10 µM. 0.49% of 310,000 active. AID 488977;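 active = initial fluorescence not abnormally high and integrated response B-score, plate-corrected, over 3 SD above library mean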
# An asterisk follows results filed as active; i = inactive.
SMILES,CHT block,CHT PAM
CC(C)(O)c1[nH]c2cc(F)ccc2c1C(C)(C)O,i,i
CCSc1nc2c(c(=O)[nH]1)C(c1ccc(C)cc1)C1=C(CCCC1=O)N2 (centres undefined),i,i
CCN(CC)C(=O)c1cn(CC)c(=O)c2cc(OC)c(OC)cc12,i,i
CCCn1c(=NC(C)=O)c(C(=O)OCC)cc2c(=O)n3ccccc3nc21,i,i
COc1ccccc1NC(=S)N(Cc1cccnc1)Cc1ccccc1Cl,i,i
C=CCc1c(C)c(C#N)c2nc3ccccc3n2c1N1CCCCC1,i,i
COc1ccc(-c2noc(N3CCC(C(=O)NCCCN4CC(C)CC(C)C4)CC3)n2)cc1 (centres undefined),i,i
Cc1ccc2nccc(C(=O)N3CCCC(Nc4ccc(C)c(C)c4)C3)c2c1 (centres undefined),i,i
Cc1ccc(CNC(=O)c2csc3c2CCCCC3)cc1,i,i
CCc1nnc(NC(=O)c2cc(S(=O)(=O)N3CCCCC3)ccc2N2CCOCC2)s1,i,i
CCOc1ccc2nc(SCCNS(=O)(=O)c3ccccc3)sc2c1,i,i
S=C(NCc1ccco1)N/N=C/c1ccncc1,i,i
O=[N+]([O-])c1ccc(Oc2cnc3ccccc3n2)cc1,i,i
Cc1ccc(/C=C/C(=O)OCC(=O)NCCN2C(=O)CSC2=O)o1,i,i
Cc1ccc(NS(=O)(=O)c2ccc(C(=O)N3CCCN(C)CC3)cc2)cc1,i,i
Cc1ccc(CCNC(=O)C2CCC(=O)N(CC3CCCCC3)C2)cc1 (centres undefined),i,i
CCOc1ncccc1C(=O)OCC(=O)c1ccccc1,i,i
COc1ccccc1C(=O)COC(=O)Cc1c[nH]c2ccccc12,i,i
O=C(O)CCS(=O)(=O)Cc1ccccc1F,i,i
COc1cc(NC(=O)CSc2nc(=O)n(CCN3CCOCC3)c3c2CCC3)cc(OC)c1,i,i
COc1ccc(/C=N/N2C(=N)SCC2=O)cc1,i,i
Cc1nc(SCC(=O)NC2CCCC2)c2c(C)c(C)sc2n1,i,i
CC1=NN(C(N)=S)C(=O)C1N=Nc1cccc(Cl)c1C (centres undefined),i,i
Cc1cc(C(=O)COC(=O)c2ccc(N)c([N+](=O)[O-])c2)c(C)n1-c1ccc2c(c1)OCO2,i,i
COCCNC(=O)C(c1ccc(C)cc1)N(C(=O)CCC(=O)Nc1ccccn1)C1CCCCC1 (centres undefined),i,i
Cc1ccc(S(=O)(=O)N2CCOCC2)cc1C(=O)Nc1nc(-c2cccnc2)cs1,i,i
CCN(Cc1ccccc1)C(c1ccc(C(F)(F)F)cc1)c1nnnn1C(C)(C)C (centres undefined),i,i
COc1cc(NC(=O)c2noc3c2CCC3)c(OC)cc1Cl,i,i
Cc1cccc(N2C(=O)c3ccccc3C2=O)n1,i,i
CCCc1c(O)nc(SCC(=O)N2CCCCC2)[nH]c1=O,i,i
Cc1c(Cl)cccc1NC(=O)CCN1CCOCC1,i,i
O=c1cc(O)c2sc(Nc3cccc(C(F)(F)F)c3)nc2[nH]1,i,i
CN1CCN(c2ccccc2NC(=O)c2ccc(F)cc2)CC1,i,i
N#Cc1ccccc1OCC(=O)NCC1(N2CCCCC2)CCCCC1,i,i
CCC(C)NCC(=O)Nc1ccc(-c2nc3cc(NC(=O)CNC(C)CC)ccc3o2)cc1 (centres undefined),i,i
COc1ccc(C(=O)OCC(=O)NC2CC2)cc1S(=O)(=O)N(C)Cc1ccccc1,i,i
CCOc1cc(S(=O)(=O)NCc2cccs2)ccc1Cl,i,i
O=C(NCc1ccco1)C(Cc1ccccc1)N1C(=O)c2ccccc2C1=O (centres undefined),i,i
COc1nc(-c2ccccc2Cl)ccc1C#N,i,i
CN(C)c1oc(-c2ccccc2Cl)nc1P(=O)(c1ccccc1)c1ccccc1,i,i
CC(NC(=O)c1ccc([N+](=O)[O-])cc1Cl)C1CC2CCC1C2 (centres undefined),i,i
O=C1OC(c2ccccc2)C2(CCCC2)C(=O)C12CCCC2 (centres undefined),i,i
Cc1cc(C)c(Cn2c(=O)n(CCCC(=O)NCc3ccco3)c(=O)c3sccc32)c(C)c1,i,i
Cc1c(NC(=O)Nc2ccc(Cl)c(Cl)c2)c(=O)n(-c2ccccc2)n1C,i,i
Cc1coc2cc3oc(=O)c(CCC(=O)NCCCN4CCOCC4)c(C)c3cc12,i,i
Ic1ccc(N2CCN(Cc3c[nH]c4ncccc34)CC2)cc1,i,i
COc1ccccc1CNC(=O)COc1ccccc1C,i,i
COc1cc(-c2cc(N)n(S(=O)(=O)c3ccc(F)cc3)n2)cc(OC)c1OC,i,i
O=C(CSc1ncn[nH]1)Nc1ccc(Cl)c(Cl)c1,i,i
COc1cc(NC(=O)c2cnc(N)o2)cc(C(=O)Nc2cccc(C(F)(F)F)c2)c1,i,i
# Next section.
SMILES,CHT block,CHT PAM
O=C(NC(Cc1c[nH]c2ccccc12)C(=O)NCCCN1CCOCC1)c1cccs1 (centres undefined),i,i
CN(C)c1ccc([C@@H]2[C@@H]([N+](=O)[O-])[C@H]3C=Cc4ccccc4N3[C@H]2C(=O)c2ccc(Cl)cc2)cc1,i,i
On1nnc2c3ccccc3c3ccccc3c21,i,i
O=C(Nc1ccc(-c2nc3ccccc3s2)c(OC(=O)c2ccccc2)c1)c1ccccc1,i,i
CC(=O)Nc1ccc(-c2csc(NC(=O)c3ccc(C)o3)n2)cc1,i,i
CCN(CC)CCN(C(=O)/C=C/c1cccs1)c1nc2ccc(Cl)cc2s1,i,i
COc1ccc(C(=O)NCCOc2cccc(OC)c2)cc1,i,i
CC1CN(CC(=O)NN=C(c2ccccc2)c2ccccc2)CC(C)O1 (centres undefined),i,i
Cn1c(=O)c(Oc2ccc(F)cc2)c(O)c2ccccc21,i,i
CCCN1CCN(C(=O)Cn2ncc3ccccc32)CC1,i,i
CC(C)NC(=O)c1ccccc1-c1ccccc1,i,i
CC(O)(CS(=O)(=O)Cc1ccccc1)C(=O)Nc1ccc(C(F)(F)F)cc1 (centres undefined),i,i
CC(C)NC(=O)CSCc1c(F)cccc1Cl,i,i
CCCCN(C)C1CCN(C(=S)Nc2cccc(OC)c2)CC1,i,i
Cc1ccc(Oc2c(F)c(F)nc(N3CCCC3)c2F)cc1,i,i
O=C(O)CCCCNS(=O)(=O)/C=C/c1ccccc1,i,i
CCc1ccc(NC(=O)CSc2nc3ncc(Br)cc3[nH]2)cc1,i,i
Cc1c(-c2cccc(Cl)c2)nc2ccccc2c1C(=O)OCC(=O)N(C)C1CCS(=O)(=O)C1 (centres undefined),i,i
CS(=O)(=O)Nc1ccccc1C(=O)O,i,i
COc1ccc(-c2csc(NC(=O)c3cccc(S(=O)(=O)N4CCN(C)CC4)c3)n2)cc1,i,i

# By substructure, the entries above with an aryl thioether with sulfur outside any ring
SMILES,CHT block,CHT PAM
CCSc1nc2c(c(=O)[nH]1)C(c1ccc(C)cc1)C1=C(CCCC1=O)N2 (centres undefined),i,i
CCOc1ccc2nc(SCCNS(=O)(=O)c3ccccc3)sc2c1,i,i
COc1cc(NC(=O)CSc2nc(=O)n(CCN3CCOCC3)c3c2CCC3)cc(OC)c1,i,i
Cc1nc(SCC(=O)NC2CCCC2)c2c(C)c(C)sc2n1,i,i
CCCc1c(O)nc(SCC(=O)N2CCCCC2)[nH]c1=O,i,i
O=C(CSc1ncn[nH]1)Nc1ccc(Cl)c(Cl)c1,i,i
CCc1ccc(NC(=O)CSc2nc3ncc(Br)cc3[nH]2)cc1,i,i

# New compounds follow:
SMILES,CHT block,CHT PAM
Cc1ccc(S(=O)(=O)/N=S(\C)C(C)C)cc1 (centres undefined),i,i
CCOc1ccc(/C=N/Nc2ccc(Cl)nn2)c(O)c1,i,i
COC(=O)CCCCCCCCCC[N+]1(C)CCCCC1,-5.14*,i
CCn1c(COc2ccccc2)nc2ccccc21,i,i
COc1cc(/C=N/O)ccc1Oc1cnccn1,i,i
O=C(c1cc(Cl)nc2ccccc12)N1CCN(S(=O)(=O)c2ccccc2[N+](=O)[O-])CC1,i,i
CN1CCN(c2ccccc2NC(=O)c2ccc(-c3ccc(Cl)cc3Cl)o2)CC1,i,i
COC(=O)CN(c1cccc(C)c1)S(=O)(=O)c1ccccc1,i,i
Clc1ccccc1-c1nnc(-c2ccccc2Cl)o1,i,i
O=C1CCC([N+](=O)[O-])C(c2ccccc2C(F)(F)F)N1 (centres undefined),i,i
Cc1ccc(NC(=O)COc2ccc(Br)cn2)cc1,i,i
O=C(O)c1cccnc1SCc1ccccc1Cl,i,i
COC(=O)c1ccc(/C=N\NC(=O)c2ccc(C)cc2Cl)cc1,i,i
CCOc1cc(/C=C2/NC(=O)N(Cc3ccccc3F)C2=O)ccc1O,i,i
COCCNC(=O)C(C)N(c1ccc(Oc2ccccc2)cc1)S(C)(=O)=O (centres undefined),i,i
COc1ccc(OC2C(=O)N(c3ccc(F)cc3)C2c2ccc(OC)c(OC)c2)cc1 (centres undefined),i,i
COc1ccccc1CNC(=O)CCc1c(C)nc2cc(-c3ccccc3OC)nn2c1C,i,i
O=C(O)CC(NC(=S)NCc1ccccc1)C(=O)O (centres undefined),i,i
COCC(C)NC(=O)c1cc(-c2cccc(OC)c2)on1 (centres undefined),i,i
COc1ccc(N2C(=O)Cc3c2nc(N)c(C#N)c3N)cc1,i,i
Cn1cc(C(=O)N/N=C/c2ccc([N+](=O)[O-])cc2)c2ccccc21,i,i
O=c1c2c3nc4ccccc4nc3n(/N=C/c3ccccn3)c2ncn1-c1ccccc1,i,i
CCOC(=O)c1c2c3c(cccc3[nH]c1=O)C(=O)c1ccccc1-2,i,i
O=C(CCSc1ccc(Br)cc1)c1ccc(O)cc1,i,i
O=C(NCCc1ccccc1)c1ccc2c(c1)S(=O)(=O)c1ccccc1C2=O,i,i
Nc1nc(=S)n(-c2ccccc2)[nH]1,i,i
CCn1ncc(Br)c1C(=O)Nc1ccc(-c2ccno2)cc1,i,i
Cc1cc(OC(C)C(=O)NCC2CCCO2)cc(C)c1Cl (centres undefined),i,i
CCOc1ccc(NC(=O)Nc2ccc(NC(C)=O)cc2)cc1,i,i
COc1ccccc1NS(=O)(=O)c1cc(NC(=O)c2ccc(=O)[nH]c2)ccc1N1CCOCC1,i,i
O=C(N[C@@H](c1ccccc1)[C@H](O)c1ccccc1)[C@@H]1CCCN1C(=O)OCc1ccccc1,i,i
CCN(CC)C(=O)CNC(=S)N(CCCN1CCOCC1)Cc1cccs1,i,i
CC1(C)Cc2c(sc3ncn4c(=S)[nH]nc4c23)CO1,i,i
COc1ccc(S(=O)(=O)N/N=C\c2ccccc2F)cc1,i,i
CCc1cccc2c(N=O)c(O)[nH]c12,i,i
Clc1ccc(/C=N/Nc2ncnc3ccccc23)cc1Cl,i,i
CCn1c(=O)c2cc(C(=O)NCC(OC)OC)sc2c2ccccc21,i,i
COc1ccc(C2/C(=C(/O)c3ccc4c(c3)CC(C)O4)C(=O)C(=O)N2Cc2ccncc2)cc1 (centres undefined),i,i
CC1CCN(c2c(NCc3ccc(C(=O)NCc4ccco4)cc3)c(=O)c2=O)CC1,i,i
O=C(O)COc1ccc(Br)cc1C(c1c(C(=O)O)[nH]c2ccccc12)c1c(C(=O)O)[nH]c2ccccc12,i,i
COC(=O)c1ccccc1NC(=O)C1CCN(S(C)(=O)=O)CC1,i,i
C=CCN1C(=O)c2ccc(C(=O)Nc3ccccn3)cc2C1=O,i,i
O=C(N[C@@H](Cc1ccccc1)C(=O)NC1CCCCCC1)c1ccco1,i,i
O=C(N/N=C/c1cccs1)C(=O)Nc1cccc(Cl)c1,i,i
O=C(CSc1nnc2c(n1)[nH]c1ccccc12)Nc1ccc2c(c1)OCO2,i,i
CC1(c2ccc3c(c2)OCO3)NC(=O)N(CC(=O)NCCC2=CCCCC2)C1=O (centres undefined),i,i
S=C(Nc1cccc(Cl)c1)Nc1cccc2cnccc12,i,i
COc1ccc(CC(=O)NCC2CCCN(Cc3ccc(SC)cc3)C2)cc1 (centres undefined),i,i
Cc1nonc1CN(C)C(=O)c1cc(COc2ccc(F)cc2Cl)on1,i,i
O=C(CCNC(=O)Cn1cnc2ccccc2c1=O)NCC1CCCO1 (centres undefined),i,i
# Further records
SMILES,CHT block,CHT PAM
O=C(c1ccc(S(=O)(=O)Nc2ccccc2)cc1)N1CCC1,i,i
CC1=C(C(=O)NC(C)CCc2ccccc2)C2(CCC(C)CC2)OC1=O (centres undefined),i,i
COc1ccc(O)c(C(=O)/C=C/c2cc3ccccc3o2)c1,i,i
CCc1ccccc1NNC(=O)c1snnc1C,i,i
Cc1c(C#N)c(O)[nH]c(=O)c1N=Nc1ccc(Br)cc1C(=O)O,i,i
CCc1c(C)nc(N2CCN(Cc3ccc4c(c3)OCO4)CC2)[nH]c1=O,i,i
Clc1ccc(OCc2nc(-c3ccncc3)no2)c(Br)c1,i,i
CN1CC2([N+](=O)[O-])CC=C(OCCO)C([N+](=O)[O-])(C1)C2 (centres undefined),i,i
COc1cc(CC(=O)Nc2cccc(C(F)(F)F)c2)cc(OC)c1OC,i,i
Cn1c(=O)c2c(nc(CN3CCc4ccccc4C3)n2Cc2cccc(Cl)c2)n(C)c1=O,i,i

# Profiles, looked up by structure. Screens in order: CHT block, CHT PAM
# COc1ccc(-c2csc(NC(=O)c3cccc(S(=O)(=O)N4CCN(C)CC4)c3)n2)cc1 is entered as i, i
# Cc1ccc(NS(=O)(=O)c2ccc(C(=O)N3CCCN(C)CC3)cc2)cc1 is entered as i, i
# CCCc1c(O)nc(SCC(=O)N2CCCCC2)[nH]c1=O is entered as i, i
# COc1cc(NC(=O)c2noc3c2CCC3)c(OC)cc1Cl is entered as i, i
# CCC(C)NCC(=O)Nc1ccc(-c2nc3cc(NC(=O)CNC(C)CC)ccc3o2)cc1 (centres undefined) is entered as i, i
